From PubChem
GPR55 LPI antagonism: inhibition of LPI-stimulated GPR55 beta-arrestin translocation – imaging, U2OS, beta-arrestin-GFP, LPI agonist, primary screen (AID 2013) | U2OS GPR55 beta-arrestin-GFP translocation imaging, LPI antagonism; higher % means a stronger effect | inhibition, % at 10 µM, or IC50 in µM where a hit was titrated | hit rate 0.13% among 290,000;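 active = spots per cell inhibited over 60%, with over 100 cells counted and total cytoplasm intensity under 500,000; inconclusive = wells with under 100 cells, flagged as likely toxic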;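 note: U2OS cells stably carrying GPR55 and arrestin-GFP stimulated by 5 µM LPI near EC80; imaged beta-arrestin-GFP aggregate spots per cell after agonist stimulation; plate controls were LPI-stimulated DMSO wells for no effect and DMSO wells without LPI for full effect; some results filed as inactive read as strong as hits; confirmed hits need IC50 under 10 µM and bright autofluorescent wells are also inconclusive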
NOD1 inhibition: inhibition of NOD1-driven NF-kB reporter – cell-based, luminescence, uHTS, primary screen (AID 1578); NOD1-driven NF-kB luciferase reporter cells, luminescence; higher % means a stronger effect; inhibition, % at 4 µM, or EC50 in µM where a hit was titrated; hit rate 1% among 290,000; in the data active = inhibition mostly above about 36%, no sharp cut-off; inactive = mostly below about 34%;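 note: HEK-293T reporter cells stimulated with the NOD1 agonist gamma-tri-DAP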
KOR beta-arrestin-1: KOR agonists, beta-arrestin recruitment, primary screen, cell-based, luminescence, uHTS (AID 1777); KOR beta-arrestin recruitment, luminescence; higher % means a stronger effect; activation, % at 10 µM, or EC50 in µM where a hit was titrated; hit rate 0.02% among 280,000; in the data active = activation above about 50%, passing the limit was not always enough; note: a part of the inactive calls stands beside numbers as strong as those of hits
GPR35 antagonists: GPR35 antagonists blocking zaprinast-driven arrestin recruitment, primary screen, imaging, U2OS, beta-arrestin-GFP, zaprinast agonist (AID 2058). U2OS GPR35 beta-arrestin-GFP translocation imaging, zaprinast antagonism; higher % means a stronger effect. one-dose inhibition, % at 10 µM; IC50 in µM for titrated hits. hit rate 0.052% among 290,000;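 active = inhibition of at least 50% with at least 30 cells and total cytoplasm GFP at most 10,000,000; inconclusive = under 30 cells or total GFP of 10,000,000 plus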
Siah-1 displacement: Siah-1 peptide-binding antagonists, primary screen, biochemical, fluorescence polarization, rhodamine-plectin, uHTS (AID 1817). Siah-1 / rhodamine-plectin peptide fluorescence polarization; higher % means a stronger effect. one-dose displacement, % at 20 µM; IC50 in µM for titrated hits. hit rate 0.02% among 290,000;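 active = displacement of at least 50% at 20 µM, with a fluorescence ratio check between 0.3 and a set limit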;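 note: plate controls were Siah plus tracer with DMSO for no effect and tracer alone without Siah for full effect; strong numbers were not always called active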
KOR beta-arrestin-2: kappa opioid receptor blockers – cell-based, luminescence, uHTS (AID 1778); KOR beta-arrestin recruitment, luminescence, antagonist mode; higher % means a stronger effect; inhibition, % at 10 µM, or IC50 in µM where a hit was titrated; hit rate 0.091% among 290,000; in the data active = inhibition above about 50%; note: strong numbers were not always called active
HIV peptide binding: inhibitors of HIV fusion peptide binding, primary screen, biochemical, uHTS, fluorescence dequenching (AID 1986); one-dose inhibition, % at 20 µM; IC50 in µM for titrated hits; cell-free peptide binding, fluorescence dequenching, 30 min; higher % means a stronger effect; hit rate 0.3% among 290,000; in the data active = inhibition mostly above about 52%, no sharp cut-off; inactive = mostly below about 76%; note: some results filed as inactive read as strong as hits
AID2073: disruptors of CaV2.2 binding to Mint1 – biochemical, HTRF (AID 2073); HTRF protein-protein interaction, Mint1-CaV2.2; higher % means a stronger effect; inhibition, % at 20 µM; hits with a dose series show IC50 in µM; hit rate 0.19% among 290,000; in the data active = inhibition mostly above about 51%, no sharp cut-off; inconclusive = no clear call, values can overlap the other calls; inactive = mostly below about 53%; note: some results filed as inactive read as strong as hits
GPR55 activation: selective activators of receptor GPR55 – imaging, U2OS cells, beta-arrestin-GFP redistribution, primary screen (AID 1961). U2OS GPR55 beta-arrestin-GFP redistribution imaging; higher % means a stronger effect. activation, % at 10 µM, or EC50 in µM where a hit was titrated. hit rate 0.048% among 290,000;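 active = activation above 40% with more than 50 cells counted in the well; inconclusive = wells holding fewer than 50 cells, flagged as toxic or sparse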;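 note: U2OS osteosarcoma cells stably expressing GPR55 and beta-arrestin-GFP; plate controls were DMSO negative control for no effect and LPI positive control for full effect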
Active calls of the source: *; u = inconclusive; x = not tested or not shown; [ ] = dose if it differs, or a comment.

SMILES	GPR55 LPI antagonism	NOD1 inhibition	KOR beta-arrestin-1	GPR35 antagonists	Siah-1 displacement	KOR beta-arrestin-2	HIV peptide binding	AID2073	GPR55 activation
COCc1c(Br)c(C)nc2sc3c(=O)[nH]nnc3c12	-11%	9%	3.0%	-6%	-4%	36%	1.0%	-15%	0.0%
Cc1cc(OC(=O)c2ccccc2[N+](=O)[O-])c([N+](=O)[O-])c(=O)[nH]1	-7%	-5%	-4.4%	2%	2%	-37%[20 µM]	1.2%	-1%	-0.1%
COc1ccc(CN(CC(=O)NC2CCCC2)C(=O)CCC(=O)Nc2cc(C)on2)cc1	1%	-27%	4.1%	7%	0%	-41%	0.1%	14%	-0.3%
CCC(CC)C(=O)NCCCCc1ccccc1	-2%	-52%	13%	-2%	-2%	4%	1.5%	-1%	-0.3%
O=C(NCc1ccco1)C12CC3CC(C1)CC(C(=O)NCc1ccco1)(C3)C2	-2%	4%	-0.3%	-16%	2%	0%	1.0%	-4%	0.1%
COc1ccnc2c1c(=O)n(Cc1c(F)cccc1Cl)c(=O)n2C	-7%	12%	-0.2%	-3%	4%	-16%	1.0%	5%	-0.1%
CN(C)S(=O)(=O)n1ccnc1	10%	3%	-5.2%	-6%	2%	-33%	-0.1%	3%	-0.1%
Cc1ccc(-c2nnc(SCC(=O)N3CCCC3)o2)cc1C	1%	-79%	-7.9%	19%	-1%	-26%	2.3%	-9%	0.1%
Cc1c(O)ccc2cc(S(=O)(=O)c3ccccc3)c(=O)oc12	-3%	-5%	1.9%	11%	-2%	-13%	4.0%	28%	-0.1%
Cc1ccccc1-c1cc(C(=O)n2cccn2)c2cc(Cl)ccc2n1	0%	-31%	2.2%	9%	4%	6%	0.9%	-3%	0.8%
COC(=O)c1c(NC(=O)c2ccccc2)sc(Cc2ccccc2)c1C	17%	12%	-3.7%	-14%	5%	-17%	1.5%	13%	-0.2%
COc1ccc(C2=NN(CCC(=O)NCc3ccc4c(c3)OCO4)C(=O)CC2)cc1	8%	-12%	22%	-9%	0%	21%	1.1%	0%	0.9%
CC1CN(C(=O)c2ccc(S(=O)(=O)Nc3ccccc3Cl)cc2)CC(C)O1 (configuration not stated)	-1%	-16%	1.4%	-1%	1%	4%	3.3%	3%	-0.1%
O=C(O)CCCC(=O)N1N=C(c2ccco2)CC1c1ccco1 (configuration not stated)	14%	18%	-2.6%	18%	-2%	10%	-0.6%	5%	-0.2%
Cc1ccc(-c2c(C(=O)N/N=C/C3CC=CCC3)nnn2-c2nonc2N)cc1 (configuration not stated)	7%	-15%	6.3%	22%	-4%	-36%	-0.8%	-2%	-0.2%
COc1cc(OC)cc(C(=O)N[C@H](C(=O)Nc2ccccc2N2CCOCC2)C(C)C)c1	-18%	1%	-5.7%	-9%	-7%	-19%	1.1%	16%	-0.1%
S=C(Nc1ccccc1)Nc1cccc(Cl)c1Cl	7%	-26%	0.1%	12%	0%	-64%[20 µM]	-1.1%	-16%	-0.1%
CC(=O)OC(C(=O)NC1CCCCC1)c1ccc(Cl)c(Cl)c1 (configuration not stated)	-4%	-35%	2.9%	0%	-2%	-10%	0.0%	-17%	0.2%
S=C(NCCc1ccccc1)Nc1ccccc1Cl	9%	-22%	4.2%	9%	0%	16%	1.9%	-19%	0.6%
O=c1ccc(/C=C/c2ccccc2)nn1Cc1ccccc1	18%	6%	1.6%	-8%	-1%	-17%	0.6%	1%	-0.1%
O=C(CN1c2cccc3cccc(c23)S1(=O)=O)N1CCOCC1	-8%	-5%	1.9%	-16%	-4%	-26%	-1.3%	16%	0.3%
CCn1ncc([N+](=O)[O-])c1C(=O)n1nc(C)cc1C	17%	-23%	7.3%	0%	-1%	15%	-3.7%	-12%	0.0%
COc1ccc(Cc2nc3ccc(C(=O)N4CCC[C@H]4CO)cc3o2)cc1	0%	-39%	0.9%	-4%	0%	5%	0.6%	-1%	0.2%
O=C(Nc1ccc(N2CCN(C(=O)c3ccco3)CC2)cc1)c1ccc(Br)cc1	15%	-8%	2.1%	-6%	-2%	-11%	1.2%	60%	-0.1%
CCCCCCCCCCOC(=O)Cn1c(COc2ccc(C)cc2)[n+](C)c2ccccc21	2%	4%	4.5%	17%	0%	-9%	9.9%	21%	1.4%
O=C(NCCN1CCc2ccccc2C1)C1CC(=O)N(C2CCCC2)C1 (configuration not stated)	u	31%	6.6%	1%	0%	-11%	-1.0%	-2%	-0.1%
COc1ccccc1NC(=O)c1ccc[n+]([O-])c1	11%	-4%	4.0%	-4%	1%	-1%	1.1%	u	0.4%
N#CCC(=O)c1ccccc1Oc1ccc(Cl)cc1	-6%	-20%	-0.9%	-5%	13%	-25%	13%	15%	0.8%
Cc1cccc(NC2=NCC(=O)N2Cc2ccccc2)c1	99%	-25%	0.8%	2%	1%	26%	-1.6%	-1%	-0.1%
COc1ccccc1N1CCN(CCCCOc2cccc3ccccc23)CC1	8%	-12%	2.0%	-5%	-5%	-24%	-1.8%	9%	-0.2%
O=C(c1ccc(N2CCN(C(=O)c3ccc(F)c(F)c3)CC2)cc1)c1cccc(F)c1	-3%	-9%	4.4%	9%	-6%	-17%	-1.8%	16%	0.6%
CCN(CC)CCN1C(=O)C(=O)/C(=C(/O)c2cnn(-c3ccccc3)c2C)C1c1ccc(C)o1 (configuration not stated)	3%	-56%	4.9%	10%	0%	-17%	-0.6%	-5%	-0.2%
COc1cccc(C(=O)CC(=O)C(=O)Nc2cccc([N+](=O)[O-])c2C)c1	2%	-15%	-2.4%	-7%	-2%	-24%	9.8%	-4%	-0.1%
C=CCSc1nnc(-c2ccncc2)n1-c1ccc(OCC)cc1	5%	-24%	0.5%	-6%	9%	-7%	1.2%	-3%	0.2%
CN(CCC1CCOCC1)C(=O)C1CCC(=O)N(CCc2cccc(F)c2)C1 (configuration not stated)	14%	-10%	-9.7%	10%	-9%	25%	0.0%	11%	-0.1%
CC(C)c1c(O)nc(SCc2ccccc2)[nH]c1=O	1%	-2%	1.0%	3%	1%	1%	-1.2%	-3%	-0.4%
O=c1cc(N2CCc3ccccc3C2)[nH]c(=O)n1Cc1ccc(F)cc1	6%	12%	6.0%	-7%	-2%	-35%	5.9%	-15%	-0.3%
FC(F)(F)Oc1ccc(NC(=S)Nc2ccc(OC(F)(F)F)cc2)cc1	-6%	25%	9.2%	-1%	-1%	8%	0.9%	-10%	-0.2%
COc1ccc(OC)c(C2C(C(=O)c3ccco3)=C(O)C(=O)N2CC2CCCO2)c1 (configuration not stated)	5%	-20%	-3.9%	13%	10%	-33%	-0.9%	-2%	-0.2%
C=CCOc1ccc(C(c2c(C)n(C)n(-c3ccccc3)c2=O)c2c(C)n(C)n(-c3ccccc3)c2=O)cc1	2%	-10%	6.3%	-15%	-1%	-38%	-0.6%	3%	0.0%
CC(=O)Nc1ccc(SC(C)C(=O)NC2CCCC2)cc1 (configuration not stated)	7%	-31%	1.0%	4%	-4%	-40%	-1.1%	8%	0.0%
O=C(COc1cccc2c1CCN(Cc1ccccc1)C2=O)N1CCCCC1	-6%	-35%	-1.5%	-14%	14%	-12%	1.4%	-3%	0.0%
CN(C(=O)CSc1cn(CC(=O)N2CCOCC2)c2ccccc12)c1ccccc1	5%	0%	-6.9%	2%	-4%	-6%	-0.3%	12%	0.7%
CCN1CCN(S(=O)(=O)c2ccc(Cl)c(C(=O)Nc3nnc(CC(C)C)s3)c2)CC1	21%	-2%	1.6%	-6%	3%	16%	2.7%	0%	1.0%
COc1cccc(CSc2nnc(-c3ccc(F)cc3)o2)c1	8%	-45%	2.5%	3%	3%	24%	-0.5%	0%	0.3%
CCOc1ccc(N2C(=O)CC(Sc3n[nH]c(-c4ccccc4)n3)C2=O)cc1 (configuration not stated)	-9%	-33%	x	11%	5%	-26%[20 µM]	1.5%	34%	0.3%
CCOCc1cc(C2NC(=O)NC(C)=C2C(=O)OCC)ccc1OC (configuration not stated)	8%	3%	-2.5%	8%	-6%	-8%	-1.4%	-9%	0.5%
O=C(CCCCCNC(=O)c1ccccc1)N/N=C/c1ccc(O)cc1O	15%	-4%	-1.2%	-16%	-5%	6%	2.7%	2%	-0.1%
O=c1ccnc(Sc2ncccc2[N+](=O)[O-])[nH]1	6%	-32%	-4.5%	4%	18%	-6%	1.1%	-24%	0.1%
CC(=O)Nc1cccc(C(=O)Oc2cccc(C)c2)c1O	6%	1%	2.8%	15%	3%	27%	1.0%	-4%	-0.1%
O=C(NOC(=O)c1c(F)cccc1Cl)c1ccc(Cl)c(Cl)c1	-2%	3%	-9.6%	15%	3%	1%	-1.1%	9%	-0.1%
CCN(CC)C(=O)Cc1c(OC)ccc2cc(Br)ccc12	2%	-3%	-0.4%	18%	1%	18%	-1.7%	8%	0.3%
CCc1nnc(NC(=O)CN2C(=O)c3ccccc3C2=O)s1	13%	-9%	3.2%	9%	-6%	-20%	-2.1%	-11%	-0.2%
O=C(c1ccc(F)cc1F)N1CCCN(c2nc(-c3ccccc3)ns2)CC1	2%	-6%	2.5%	0%	11%	15%	-1.7%	12%	0.0%
CCOC(=O)c1cnc2c(C)cc(Cl)cc2c1NCCCN1CCOCC1	4%	-28%	-0.2%	13%	18%	3%	-0.8%	0%	-0.2%
CCOc1ccc2[nH]c3c(c2c1)CNCC3	3%	-6%	5.6%	6%	-1%	-34%[20 µM]	-2.0%	12%	-0.2%
Cc1ccc(/C=N/NC(=O)c2ccc(Br)o2)s1	-4%	-52%	-2.0%	-5%	5%	14%	-0.3%	-3%	0.7%
O=C1c2ccccc2C(=O)N1CC(O)COCc1ccccc1 (configuration not stated)	8%	-16%	5.0%	16%	-1%	-16%	-1.0%	9%	-0.1%
O=C(Cn1c(=O)oc2ccccc21)NC(=O)NCc1ccco1	1%	-4%	-8.2%	-1%	2%	-16%	42%	12%	-0.1%
Cc1nccn1CCOc1ccccc1Cl	22%	-6%	2.3%	13%	-2%	-17%[20 µM]	1.0%	9%	-0.1%

Only part of the results is shown; count on the stated rates, not on these rows.
